SENP8 block-1: SENP8 protease inhibition | Q96LD8 | purified SENP8, Z-RLRGG-aminoluciferin cleavage, luminescence | inhibition, % at 10 µM | 1.2% of 330,000 active | AID 2540; in the data active means inhibition above about 50%
SENP8 block-2: inhibitors of human SENP8 protease. Q96LD8. recombinant SENP8, Nedd8 substrate fluorescence. AID 602440. inhibition, % at 20 µM. 0.64% of 360,000 active; in the data active means inhibition mostly above about 40%, no sharp cut-off; inactive means mostly below about 27%
HKDC1 inh: blocks human hexokinase HKDC1 activity; Q2TB90; recombinant HKDC1, G6PDH/diaphorase resazurin coupled fluorescence; inhibition, % at 20 µM; 0.16% of 340,000 active;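 active means inhibition above about 35% when tested at 20 µM, limit read from the data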;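 further: plate controls were DMSO wells with enzyme for no effect and DMSO wells lacking enzyme for full effect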
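test system = in-house recombinant HK5 (HKDC1) enzyme | amount = HKDC1 at 5 µg/mL | control set = DMSO-enzyme wells negative, buffer-substituted wells positive | compound = one dose of 20 µM, 1% DMSO | schedule = reaction time 90 min, room temperature, protected from light | technique = resorufin fluorescence at 613 nm | reagent = glucose with 1 mM ATP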
PfG6PD inh: PfG6PD (Plasmodium falciparum) enzyme inhibition; 0.78% of 350,000 active; inhibition, % at 20 µM; PfGluPho enzyme, NADPH resazurin-diaphorase fluorescence; AID 504690;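 active means inhibition reaching at least a set limit at 20 µM in the primary screen, cut at about 59% in these data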;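 further: 0% = DMSO wells with substrate and 100% = DMSO wells lacking glucose-6-phosphate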
UBC13 inh: inhibitors of human UBC13 polyubiquitin chain formation. P61088. inhibition, % at 20 µM. AID 485273. TR-FRET. 0.47% of 330,000 active; in the data active means inhibition above about 45%, passing the limit was not always enough
Target sequence (P61088 whole entry, looked up): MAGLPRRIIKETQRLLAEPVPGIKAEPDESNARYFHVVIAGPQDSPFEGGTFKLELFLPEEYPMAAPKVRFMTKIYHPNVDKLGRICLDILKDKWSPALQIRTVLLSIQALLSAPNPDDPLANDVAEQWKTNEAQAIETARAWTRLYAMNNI
SENP7 block: blocks the human protease SENP7 | Q9BQF6 | recombinant SENP7, Z-RLRGG-aminoluciferin luminescence, 40 min | inhibition, % at 5 µM | 1.5% of 330,000 active;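 active means inhibition above about 50% at the single test dose, limit read from the data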;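 further: plate controls were DMSO with enzyme for no effect and no enzyme buffer wells for full effect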
Target sequence (Q9BQF6 706-1050 limits assumed): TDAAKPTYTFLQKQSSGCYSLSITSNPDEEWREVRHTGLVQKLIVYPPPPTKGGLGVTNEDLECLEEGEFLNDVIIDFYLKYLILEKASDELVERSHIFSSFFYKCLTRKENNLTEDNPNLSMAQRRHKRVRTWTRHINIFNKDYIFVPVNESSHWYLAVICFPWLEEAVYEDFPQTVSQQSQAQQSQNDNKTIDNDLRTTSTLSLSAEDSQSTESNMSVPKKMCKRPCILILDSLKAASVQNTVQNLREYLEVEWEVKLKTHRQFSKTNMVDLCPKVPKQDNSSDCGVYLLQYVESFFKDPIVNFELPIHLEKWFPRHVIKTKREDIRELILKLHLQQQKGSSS
SENP6 block: blocks the human protease SENP6; Q9GZR1; Recombinant SENP6 catalytic domain, aminoluciferin luminescence; inhibition, % at 10 µM; 1.8% of 330,000 active; AID 2599;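 active means inhibition above about 50% at the single tested dose, limit read from the data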;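 further: plate controls were DMSO wells with enzyme for no effect and DMSO wells lacking enzyme for full effect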
Target sequence (Q9GZR1 628-1112 limits assumed): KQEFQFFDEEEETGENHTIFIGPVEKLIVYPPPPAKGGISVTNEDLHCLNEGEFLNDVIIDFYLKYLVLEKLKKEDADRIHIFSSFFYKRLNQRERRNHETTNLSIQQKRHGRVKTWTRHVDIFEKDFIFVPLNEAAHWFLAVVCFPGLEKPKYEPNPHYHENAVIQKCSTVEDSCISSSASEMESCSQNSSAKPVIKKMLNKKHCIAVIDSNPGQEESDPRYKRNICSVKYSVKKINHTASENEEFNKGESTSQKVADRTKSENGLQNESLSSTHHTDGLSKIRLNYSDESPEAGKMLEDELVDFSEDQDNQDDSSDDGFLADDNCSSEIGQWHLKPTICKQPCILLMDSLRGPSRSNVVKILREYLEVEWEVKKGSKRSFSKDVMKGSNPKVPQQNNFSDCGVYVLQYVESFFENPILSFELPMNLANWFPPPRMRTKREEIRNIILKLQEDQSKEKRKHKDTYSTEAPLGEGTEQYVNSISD
SENP1 inh: blocks the human SENP1 SUMO protease catalytic domain; inhibition, % at 10 µM; Q9P0U3; recombinant SENP1 catalytic domain, CyPet-SUMO1-YPet FRET cleavage; 0.21% of 360,000 active;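 active means inhibition at least 30% at 10 µM, raw YFP signal under a set limit, fluorescence ratio 0.5 to 1.5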;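 further: 0% = enzyme with DMSO and 100% = no enzyme wells; some results filed as inactive read as strong as hits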
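Material – human SENP1 catalytic domain · Input – SENP1 enzyme, 20 pM final · Compound dosing – single concentration of 10 µM compound, 0.5% DMSO final · Timing – enzyme reaction for 50 min at room temperature, dark · Measured by – FRET fluorescence in CFP and YFP emission channels · Control set – no-enzyme wells low, DMSO-plus-enzyme wells high control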
beta cell repl: inducers of beta-cell replication in MIN6 cells. MIN6 cells proliferation, ATPlite luminescence, 48 h; cells starved in 0.2% serum; 100% = growth in 10% serum. proliferation, % at 10 µM. 0.29% of 330,000 active;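 active means compounds whose signal lies at least 3.5 SD above the mean of all wells on their plate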;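 further: 0% = DMSO-treated cells in low-serum medium and 100% = 10% serum control; some compounds called inactive have numbers as strong as hits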
Starred values were filed as active, the others as inactive.

CCC(C)C(=O)Nc1ccccc1N1CCN(c2ccc(F)cc2)CC1 (stereo not drawn) was read as SENP8 block-1 -1, SENP8 block-2 17, HKDC1 inh 4, PfG6PD inh 26, UBC13 inh -4, SENP7 block -7, SENP6 block 17, SENP1 inh 1 and beta cell repl -3.
O=C(NCc1ccco1)c1cccc(F)c1 was read as SENP8 block-1 -4, SENP8 block-2 8, HKDC1 inh -4, PfG6PD inh -10, UBC13 inh -2, SENP7 block -1, SENP6 block 7, SENP1 inh 0 and beta cell repl -3.
`CCOC(OCC)c1cc2ccccc2cn1` gave SENP8 block-1 -8, SENP8 block-2 21, HKDC1 inh 1, PfG6PD inh 0, UBC13 inh 17, SENP7 block 0, SENP6 block -13, SENP1 inh -1 and beta cell repl 3.
COc1cc2c(cc1OC)CN(C(=O)c1ccc(Cl)c(S(=O)(=O)N3CCCC3)c1)CC2 was read as SENP8 block-1 2, SENP8 block-2 5, HKDC1 inh -3, PfG6PD inh 14, UBC13 inh -3, SENP7 block 6, SENP6 block 13, SENP1 inh 0 and beta cell repl 3.
For O=C1CC(N2CCN(Cc3ccccc3)CC2)C(=O)N1c1ccc2c(c1)OCCO2 (stereo not drawn) the results were SENP8 block-1 -7, SENP8 block-2 26, HKDC1 inh 5, PfG6PD inh -3, UBC13 inh -12, SENP7 block -9, SENP6 block -11, SENP1 inh 3 and beta cell repl -1.
Nc1cc(N2CCCCC2)c([N+](=O)[O-])cc1Cl was read as SENP8 block-1 2, SENP8 block-2 7, HKDC1 inh 9, PfG6PD inh -14, UBC13 inh -26, SENP7 block 4, SENP6 block -4, SENP1 inh 3 and beta cell repl 0.
For CC1Cc2ccccc2N1S(=O)(=O)c1cccc(C(=O)NCCCO)c1 (stereo not drawn) the results were SENP8 block-1 1, SENP8 block-2 8, HKDC1 inh 2, PfG6PD inh -9, UBC13 inh -3, SENP7 block 29, SENP6 block 4, SENP1 inh 0 and beta cell repl -5.
`CCN1C(=O)[C@@H]2[C@@H](c3ccc(-c4ccc5c(c4)OCO5)cc3)N3CCCC[C@@]3(C(=O)OC)[C@@H]2C1=O` gave SENP8 block-1 -11, SENP8 block-2 -20, HKDC1 inh -1, PfG6PD inh 14, UBC13 inh -7, SENP7 block -11, SENP6 block -8, SENP1 inh -1 and beta cell repl -6.
`COc1ccc(C(=O)NNS(=O)(=O)c2ccccc2)cc1` gave SENP8 block-1 -10, SENP8 block-2 18, HKDC1 inh 0, PfG6PD inh -15, UBC13 inh -1, SENP7 block -1, SENP6 block -15, SENP1 inh 1 and beta cell repl 0.0*.
Screening CCn1c(CNc2ccc(F)cc2)nnc1SCC(=O)Nc1ccc(OC)cc1 returned SENP8 block-1 -6, SENP8 block-2 19, HKDC1 inh 1, PfG6PD inh -1, UBC13 inh 8, SENP7 block 0, SENP6 block -9, SENP1 inh 1 and beta cell repl -2.
Cc1ccc(S(=O)(=O)Oc2ccc(/C=C(/NC(=O)c3ccccc3)C(=O)NCCC(=O)O)cc2)cc1 was read as SENP8 block-1 -2, SENP8 block-2 -5, HKDC1 inh -7, PfG6PD inh 5, UBC13 inh -4, SENP7 block 0, SENP6 block 1, SENP1 inh -9 and beta cell repl -3.
O=C(OCc1nnc(-c2ccccc2)o1)c1ccco1 was read as SENP8 block-1 -16, SENP8 block-2 11, HKDC1 inh 5, PfG6PD inh 6, UBC13 inh 2, SENP7 block 3, SENP6 block 1, SENP1 inh 1 and beta cell repl 0.
Screening COc1cc(/C=N/NC(=S)Nc2cccc(C(=O)O)c2)cc(OC)c1OC returned SENP8 block-1 7, SENP8 block-2 -51, HKDC1 inh -3, PfG6PD inh -14, UBC13 inh -8, SENP7 block 17, SENP6 block 10, SENP1 inh 4 and beta cell repl -3.
For Cn1c(C(C#N)C(=O)c2sc3ccccc3c2Cl)nc2ccccc21 (stereo not drawn) the results were SENP8 block-2 18, HKDC1 inh 7, PfG6PD inh 9 and SENP1 inh 0.
`Cc1nc(CC(=O)NNS(=O)(=O)c2ccc3ccccc3c2)cs1` gave SENP8 block-1 -19, SENP8 block-2 22, HKDC1 inh -5, PfG6PD inh -4, UBC13 inh -5, SENP7 block -3, SENP6 block -19, SENP1 inh 2 and beta cell repl -2.
Screening COc1ccc(Cl)cc1NC(=O)CN(C)CC(=O)N1CC(=O)Nc2ccccc21 returned SENP8 block-1 -6, SENP8 block-2 -14, HKDC1 inh -11, PfG6PD inh -34, UBC13 inh 6, SENP7 block 4, SENP6 block -2, SENP1 inh -13 and beta cell repl -2.
C[C@@H](NC(=O)c1nc[nH]c1C(=O)NC1CCN(C(=O)OC(C)(C)C)CC1)c1ccccc1 was read as SENP8 block-1 0, SENP8 block-2 22, HKDC1 inh 0, PfG6PD inh 13, UBC13 inh 18, SENP7 block 0, SENP6 block -12, SENP1 inh 3 and beta cell repl -5.
COCCNC(=O)COc1coc(CN2CCN(Cc3ccccc3)CC2)cc1=O was read as SENP8 block-1 6, SENP8 block-2 30, HKDC1 inh -3, PfG6PD inh -10, UBC13 inh -4, SENP7 block 6, SENP6 block 5, SENP1 inh 0 and beta cell repl -2.
`Cc1c(O)cc2c(c1O)C(=O)CC(c1ccccc1)O2` (stereo not drawn) gave SENP8 block-1 -2, SENP8 block-2 24, HKDC1 inh 3, PfG6PD inh -10, UBC13 inh -5, SENP7 block 2, SENP6 block -4, SENP1 inh 0 and beta cell repl -1.
For Cc1ccc2c(c1)/C(=C/c1ccccc1F)C(=O)N2 the results were SENP8 block-1 -4, SENP8 block-2 11, HKDC1 inh 10, PfG6PD inh 29, UBC13 inh 9, SENP7 block 1, SENP6 block 3, SENP1 inh -5 and beta cell repl -6.

Quoted at random: six compounds from above, in no set order.
Screening COc1cc(/C=N/NC(=S)Nc2cccc(C(=O)O)c2)cc(OC)c1OC returned SENP8 block-1 7, SENP8 block-2 -51, HKDC1 inh -3, PfG6PD inh -14, UBC13 inh -8, SENP7 block 17, SENP6 block 10, SENP1 inh 4 and beta cell repl -3.
Cc1ccc(S(=O)(=O)Oc2ccc(/C=C(/NC(=O)c3ccccc3)C(=O)NCCC(=O)O)cc2)cc1 was read as SENP8 block-1 -2, SENP8 block-2 -5, HKDC1 inh -7, PfG6PD inh 5, UBC13 inh -4, SENP7 block 0, SENP6 block 1, SENP1 inh -9 and beta cell repl -3.
CCC(C)C(=O)Nc1ccccc1N1CCN(c2ccc(F)cc2)CC1 (stereo not drawn) was read as SENP8 block-1 -1, SENP8 block-2 17, HKDC1 inh 4, PfG6PD inh 26, UBC13 inh -4, SENP7 block -7, SENP6 block 17, SENP1 inh 1 and beta cell repl -3.
O=C(OCc1nnc(-c2ccccc2)o1)c1ccco1 was read as SENP8 block-1 -16, SENP8 block-2 11, HKDC1 inh 5, PfG6PD inh 6, UBC13 inh 2, SENP7 block 3, SENP6 block 1, SENP1 inh 1 and beta cell repl 0.
Screening CCn1c(CNc2ccc(F)cc2)nnc1SCC(=O)Nc1ccc(OC)cc1 returned SENP8 block-1 -6, SENP8 block-2 19, HKDC1 inh 1, PfG6PD inh -1, UBC13 inh 8, SENP7 block 0, SENP6 block -9, SENP1 inh 1 and beta cell repl -2.
`CCOC(OCC)c1cc2ccccc2cn1` gave SENP8 block-1 -8, SENP8 block-2 21, HKDC1 inh 1, PfG6PD inh 0, UBC13 inh 17, SENP7 block 0, SENP6 block -13, SENP1 inh -1 and beta cell repl 3.

The list goes on:
For CCOC(=O)c1ccc(NS(=O)(=O)c2cn(C)cn2)cc1 the results were SENP8 block-1 -6, SENP8 block-2 8, HKDC1 inh -5, PfG6PD inh -22, UBC13 inh -2, SENP7 block 7, SENP6 block -10, SENP1 inh 0 and beta cell repl -1.
C[C@]12CC[C@@H]3c4ccc(O)cc4CC[C@H]3[C@@H]1C[C@@H](O)[C@@H]2O[C@@H]1O[C@H](C(=O)O)[C@@H](O)[C@H](O)[C@H]1O was read as SENP8 block-1 -4, SENP8 block-2 -1, HKDC1 inh -4, PfG6PD inh 4, UBC13 inh 37, SENP7 block 7, SENP6 block -10, SENP1 inh -27 and beta cell repl -2.
`O=C(CCc1ccccc1)Nc1cc(S(=O)(=O)N2CCOCC2)ccc1N1CCCC1` gave SENP8 block-1 1, SENP8 block-2 3, HKDC1 inh -8, PfG6PD inh -6, UBC13 inh -3, SENP7 block 4, SENP6 block -2, SENP1 inh 1 and beta cell repl -2.
For O=C(CN1CCC(N2CCCCC2)CC1)N1CCOCC1 the results were SENP8 block-1 3, UBC13 inh 7, SENP7 block 8, SENP6 block 10 and beta cell repl -1.
C[C@]12C(=O)N(c3ccc(F)cc3)C(=O)N1[C@@H]1c3ccccc3OC[C@@H]1[C@H]2c1ccccc1 was read as SENP8 block-1 -6, SENP8 block-2 1, HKDC1 inh 2, PfG6PD inh 16, UBC13 inh -9, SENP7 block -3, SENP6 block -15, SENP1 inh 0 and beta cell repl -5.
`CNC(=S)Nc1cc(Cl)ccc1Oc1ccccc1` gave SENP8 block-1 -3, SENP8 block-2 1, HKDC1 inh 3, PfG6PD inh 2, UBC13 inh 6, SENP7 block 0, SENP6 block -11, SENP1 inh 2 and beta cell repl -3.
`COc1cc(CC(=O)NCc2cccs2)cc(OC)c1OC` gave SENP8 block-1 -3, SENP8 block-2 12, HKDC1 inh 2, PfG6PD inh -3, UBC13 inh 5, SENP7 block 3, SENP6 block 0, SENP1 inh -1 and beta cell repl -1.
Screening COc1ccc(C2=NN(C(=O)CCC(=O)O)C(c3cccs3)C2)cc1 (stereo not drawn) returned SENP8 block-1 0, SENP8 block-2 -202, HKDC1 inh -7, PfG6PD inh -17, UBC13 inh 12, SENP7 block -4, SENP6 block -12, SENP1 inh -1 and beta cell repl 1.
For Cc1nc(Cl)c(C(=O)Nc2cccc(F)c2)c(C)c1Cl the results were SENP8 block-1 -3, SENP8 block-2 22, HKDC1 inh 0, PfG6PD inh 22, UBC13 inh 8, SENP7 block -4, SENP6 block -3, SENP1 inh -1 and beta cell repl -1.
Screening COc1ccc2ccccc2c1C1CC(=O)N2CN(C3CCCCC3)CSC2=C1C#N (stereo not drawn) returned SENP8 block-1 -2, SENP8 block-2 75*, HKDC1 inh 14, PfG6PD inh 72*, UBC13 inh -20, SENP7 block -4, SENP6 block 0, SENP1 inh 3 and beta cell repl -7.
`CC1=NC(=O)C(N=Nc2ccccc2)N1c1ccccc1` (stereo not drawn) gave SENP8 block-1 -6, SENP8 block-2 46*, HKDC1 inh -7, PfG6PD inh -13, UBC13 inh -12, SENP7 block 4, SENP6 block -10, SENP1 inh 2 and beta cell repl 0.
`Cc1cc(N2C(=O)C(O)=C(C(=O)c3ccc(C)o3)C2c2ccc([N+](=O)[O-])cc2)no1` (stereo not drawn) gave SENP8 block-1 6, SENP8 block-2 14, HKDC1 inh 4, PfG6PD inh -16, UBC13 inh -3, SENP7 block 3, SENP6 block 19, SENP1 inh -3 and beta cell repl -2.

Assay outcomes (PubChem)
